# Screening results: PubChem, several laboratories
# DDE Tn6 FP inh: inhibitors of Tn6 peptide binding to human fibrin DD(E); P02675; Fibrin DD(E) TRITC-Tn6 fluorescence polarization displacement; actives 0.21% (n = 370,000); inhibition, % at 8.3 µM;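 active = inhibition above a per-campaign cutoff: mean of compounds within control limits plus 3 SD, cut at about 15% in these data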;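 also: 0% = median of all compound wells on the plate and 100% = blocking peptide control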
# NR1D1 modulator: modulates human Rev-erb alpha binding to DNA; P20393; actives 0.79% (n = 370,000); Rev-erbα–FITC-DNA binding, fluorescence polarization, 90 min; activity, % at 10 µM;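 active = activity above about 14%, limit read from the data; passing the limit was not always enough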;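 also: 0% = DMSO wells with 35 nM protein and 100% = DMSO wells with 750 nM protein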
# proKLK7 act: proKLK7 (human) activation, primary screen. P49862. purified proKLK7, EDANS-DABCYL substrate fluorescence; 100% is mature enzyme control, 0% vehicle. activation, % at 7 µM. actives 0.9% (n = 370,000). AID 652039;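 active = activation above the mean of all tested compounds plus 3 SD, computed per campaign excluding outliers beyond control limits, cut at about 13% in these data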
# Tn7 DDE FP: disrupts Tn7 cyclic peptide binding to fibrin D-Dimer-E complex. inhibition, % at 8.3 µM. FP displacement of FITC-Tn7 peptide from fibrin DD(E); 0% = median of compound wells per plate. actives 0.13% (n = 370,000);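 active = inhibition above the mean of compounds falling within the control limits plus 3 SD of them, cut at about 14% in these data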;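 also: 0% = plate median of compound wells and 100% = 10 µM Aha-Tn7 peptide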
#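 Also added: labelled Tn7 tracer, 0.1 µM; Assay system: human fibrin DD(E) protein; Amount: 2 µM fibrin DD(E); Schedule: 10 min compound pre-incubation, 3 h probe incubation at room temperature; Repeats: one replicate per compound; Read-out basis: percent inhibition; Measured by: fluorescence polarization of the labelled Tn7 tracer.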
# sPLA2-III inh: Blocks human group III sPLA2 activity; Q9NZ20; QFRET BODIPY PC-A2 liposome hydrolysis, fluorescence; inhibition, % at 12.2 µM; actives 0.56% (n = 370,000); AID 743126;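 active = inhibition above mean plus 3 SD of compounds lying within the high and low control bounds, cut at about 19% in these data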;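 also: 0% = median of test compound wells and 100% = no enzyme DMSO wells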
# Target sequence (Q9NZ20 whole entry, looked up): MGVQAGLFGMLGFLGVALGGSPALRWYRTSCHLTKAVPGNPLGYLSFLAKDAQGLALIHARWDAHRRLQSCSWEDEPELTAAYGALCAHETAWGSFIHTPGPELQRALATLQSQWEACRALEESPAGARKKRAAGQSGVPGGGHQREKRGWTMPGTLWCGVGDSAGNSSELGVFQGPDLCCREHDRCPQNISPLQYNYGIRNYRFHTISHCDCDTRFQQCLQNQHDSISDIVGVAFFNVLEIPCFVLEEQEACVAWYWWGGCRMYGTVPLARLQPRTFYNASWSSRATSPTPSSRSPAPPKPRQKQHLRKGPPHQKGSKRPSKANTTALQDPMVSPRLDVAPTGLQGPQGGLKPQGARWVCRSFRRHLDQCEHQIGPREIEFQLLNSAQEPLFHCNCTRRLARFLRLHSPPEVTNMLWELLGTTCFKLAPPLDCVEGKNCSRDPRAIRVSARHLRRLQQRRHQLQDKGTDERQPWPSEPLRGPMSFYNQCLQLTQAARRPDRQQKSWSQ
# PLCg1 inh: blocks human PLC-gamma1 enzyme activity. P19174. purified PLC-gamma1, fluorogenic substrate, fluorescence. inhibition, % at 12.2 µM. actives 0.84% (n = 370,000). AID 720700; in the data active = inhibition above about 9.5%
# ARFGAP1 inh: inhibits rat ARF GTPase activating protein 1; Q62848; actives 0.26% (n = 360,000); AID 651572; inhibition, % at 16.5 µM; Arfgap1-stimulated ARF1 GTP hydrolysis, GDP FP detection;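 active = inhibition above a per-plate limit, mean inhibition of low control wells plus 3 SD, cut at about 25% in these data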;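 also: 0% = DMSO wells with enzyme and 100% = wells lacking Arfgap1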
# Target sequence (Q62848 1-136 limits assumed): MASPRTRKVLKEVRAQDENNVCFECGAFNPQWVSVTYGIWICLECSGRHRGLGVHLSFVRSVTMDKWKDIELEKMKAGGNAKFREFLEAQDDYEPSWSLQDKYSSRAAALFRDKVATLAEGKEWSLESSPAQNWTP
#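 Material: rat Arfgap1 catalytic domain, aa 1-136; also added: human ARF1(Δ1-17)-GTP substrate; compound dosing: one concentration, 16.5 µM, DMSO 1.26%; incubation: GTP hydrolysis reaction 2 h at 25 °C; measured by: Tracer-displacement fluorescence polarization with EDTA stop, 620/688 nm; evaluation: % inhibition from polarization; repeats: one replicate per compound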
# ASAP1 inh: inhibitors of human ASAP1 ArfGAP activity. inhibition, % at 16.5 µM. ASAP1-stimulated ARF1 GTP hydrolysis, GDP FP detection. actives 0.19% (n = 360,000); in the data active = inhibition above about 25%;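 also: 0% = vehicle with enzyme and substrate and 100% = no enzyme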
# Target sequence (Q9ULH1 325-724 limits assumed): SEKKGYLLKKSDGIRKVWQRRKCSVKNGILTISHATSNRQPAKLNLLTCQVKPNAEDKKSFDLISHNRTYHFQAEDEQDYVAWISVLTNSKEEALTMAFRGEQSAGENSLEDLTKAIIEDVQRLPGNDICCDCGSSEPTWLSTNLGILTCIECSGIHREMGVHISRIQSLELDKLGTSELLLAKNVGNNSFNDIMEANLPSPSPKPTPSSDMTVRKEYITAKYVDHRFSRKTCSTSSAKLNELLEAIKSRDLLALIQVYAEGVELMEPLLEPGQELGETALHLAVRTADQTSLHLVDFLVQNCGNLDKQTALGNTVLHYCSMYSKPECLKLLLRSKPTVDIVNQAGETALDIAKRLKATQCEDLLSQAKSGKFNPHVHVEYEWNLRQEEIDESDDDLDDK
# UHRF1 binding: UHRF1 methyl-DNA binding inhibition | actives 0.75% (n = 370,000) | AID 687016 | inhibition, % at 4.4 µM | UHRF1 binding to methylated oligo, TR-FRET; in the data active = inhibition above about 21%;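 also: UHRF1 SRA domain binding a hemimethylated CpG hairpin DNA probe; 0% = median of test compound wells and 100% = reference inhibitor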
# PLCb3 inh: blocks human PLC-beta3 enzyme activity | Q01970 | Purified PLC-beta3, fluorogenic substrate, fluorescence | inhibition, % at 12.2 µM | actives 0.18% (n = 370,000); in the data active = inhibition above about 11%;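 also: 0% = median of compound wells on plate and 100% = full blocker control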
# * = called active by the depositor.
SMILES,DDE Tn6 FP inh,NR1D1 modulator,proKLK7 act,Tn7 DDE FP,sPLA2-III inh,PLCg1 inh,ARFGAP1 inh,ASAP1 inh,UHRF1 binding,PLCb3 inh
NC1=NC(=O)/C(=C/c2cn(CCC(=O)O)nc2-c2ccc(F)cc2)S1,3,11,-1.0,-1,2,1,2,-4,-3,1
CC(C)c1ccc(OCC(=O)NC(=S)Nc2ccc3c4c(cccc24)CC3)cc1,-4,7,0.5,-3,2,2,-2,-14,-2,-1
CC1(C(=O)NCc2cccnc2)Cc2c(-c3cccc(C(F)(F)F)c3)ccnc2O1 (stereo unspecified),-7,0,0.5,1,-1,6,-6,2,3,3
Cc1cccc(N2CCN(C(=O)c3ccc4c(=O)[nH]c5c(C(=O)NC6CCCC6)sc(=S)n5c4c3)CC2)c1C,7,5,-0.1,8,-5,-4,-7,-10,-1,-1
S=c1[nH]c(-c2ccccc2)cs1,-4,3,-1.0,3,15,-2,6,13,0,-7
COc1ccccc1-c1ccc(=O)n(CC(=O)Nc2ccc(C(=O)N3CCCC3)cc2)n1,4,0,-0.3,2,-3,-3,4,-4,5,-6
COCCSc1ccccc1C(=O)Nc1ccc(S(=O)(=O)N2CCOCC2)cc1,7,1,0.1,4,0,-1,5,16,4,1
CN(C)/C=C/C(=O)c1ccc(Oc2ccccc2)cc1,2,0,-0.8,-1,-3,-17,6,1,-2,-21
COCCNC(=O)CN(c1cc(C(F)(F)F)ccc1Cl)S(C)(=O)=O,0,0,0.8,0,-6,0,12,9,1,0
O=C(Nc1ccc(O)cc1)c1ccc2c(c1)C(=O)N(N1C(=O)c3ccccc3C1=O)C2=O,-1,-4,0.1,-2,5,-1,15,7,5,-8
C[C@@H]1CN([C@H](C)CO)C(=O)CCCn2cc(nn2)CO[C@H]1CN(C)S(=O)(=O)c1ccc(Oc2ccccc2)nc1,-1,3,0.0,-6,0,-1,-11,-4,0,4
O=S(=O)(Cc1cnc(Cl)s1)c1ccccc1,0,3,0.1,0,-1,-1,5,-4,1,2
Cc1csc(=O)n1CCC(=O)OCC(=O)N(C)c1c(N)n(Cc2ccccc2)c(=O)[nH]c1=O,-4,-2,0.2,-1,9,0,-8,10,3,-2
CN(CCc1ccccn1)C(=O)CCC1CCCN(C(=O)c2cscn2)C1 (stereo unspecified),6,-4,0.0,1,-5,0,-3,2,1,3
Nc1cc(Cl)ccc1C(=O)OCC(=O)NC1CCCCC1,-3,3,-0.1,-1,-1,-11,10,-4,5,-19
COc1ccc(C2/C(=C(/O)c3ccc(C)cc3)C(=O)C(=O)N2C)c(OC)c1 (stereo unspecified),0,2,-0.4,3,5,2,5,-7,-7,-9
CC(C)[C@H](NC(=O)c1cc2cc(Cl)ccc2n1C)C(=O)N[C@@H](C(=O)O)c1ccccc1,-2,-2,0.0,-7,-13,0,0,1,0,-5
Cc1ccc(-c2nn(CC(=O)NN3CCOCC3)c(=O)c3ccccc23)cc1,-2,3,-0.5,2,4,1,-3,0,1,-4
O=C(O)CC(c1ccccc1)c1ccc2c(c1)OCO2 (stereo unspecified),2,0,0.1,9,10,-1,8,8,1,-8
Cc1ccnc2c(N3C(=O)C4C5c6ccccc6C(c6ccccc65)C4C3=O)cccc12 (stereo unspecified),-1,3,-0.2,-6,-17,4,0,17,-1,3
Cc1ccc(S(=O)(=O)N2CCc3cc4c(cc3C2C)OCCCO4)cc1 (stereo unspecified),4,-1,-1.2,3,8,-2,5,-6,7,-12
CCc1ccc([C@H]2C(C(=O)O)=C[C@@H](C(C)(C)C)N2S(=O)(=O)c2ccc(C)cc2)cc1,1,-1,0.1,11,-10,0,-15,-19,17,-5
CCOc1cc(C(=O)N2CCN(c3ccccn3)CC2)cc(OCC)c1OCC,-5,0,0.6,2,-2,-1,-4,7,1,-5
O=S(=O)(NCCc1ccccc1F)c1cccc(S(=O)(=O)N2CCOCC2)c1,-8,0,0.2,2,-12,0,7,2,-1,2
O=C(NCc1ccco1)c1cc(NS(=O)(=O)c2cccc([N+](=O)[O-])c2)ccc1O,-4,-1,-0.1,-1,-18,3,9,0,4,3

# Quoted from the results shown for reference:
SMILES,DDE Tn6 FP inh,NR1D1 modulator,proKLK7 act,Tn7 DDE FP,sPLA2-III inh,PLCg1 inh,ARFGAP1 inh,ASAP1 inh,UHRF1 binding,PLCb3 inh
NC1=NC(=O)/C(=C/c2cn(CCC(=O)O)nc2-c2ccc(F)cc2)S1,3,11,-1.0,-1,2,1,2,-4,-3,1
CC(C)c1ccc(OCC(=O)NC(=S)Nc2ccc3c4c(cccc24)CC3)cc1,-4,7,0.5,-3,2,2,-2,-14,-2,-1
CC1(C(=O)NCc2cccnc2)Cc2c(-c3cccc(C(F)(F)F)c3)ccnc2O1 (stereo unspecified),-7,0,0.5,1,-1,6,-6,2,3,3
Cc1cccc(N2CCN(C(=O)c3ccc4c(=O)[nH]c5c(C(=O)NC6CCCC6)sc(=S)n5c4c3)CC2)c1C,7,5,-0.1,8,-5,-4,-7,-10,-1,-1
S=c1[nH]c(-c2ccccc2)cs1,-4,3,-1.0,3,15,-2,6,13,0,-7
COc1ccccc1-c1ccc(=O)n(CC(=O)Nc2ccc(C(=O)N3CCCC3)cc2)n1,4,0,-0.3,2,-3,-3,4,-4,5,-6
COCCSc1ccccc1C(=O)Nc1ccc(S(=O)(=O)N2CCOCC2)cc1,7,1,0.1,4,0,-1,5,16,4,1
CN(C)/C=C/C(=O)c1ccc(Oc2ccccc2)cc1,2,0,-0.8,-1,-3,-17,6,1,-2,-21
COCCNC(=O)CN(c1cc(C(F)(F)F)ccc1Cl)S(C)(=O)=O,0,0,0.8,0,-6,0,12,9,1,0
O=C(Nc1ccc(O)cc1)c1ccc2c(c1)C(=O)N(N1C(=O)c3ccccc3C1=O)C2=O,-1,-4,0.1,-2,5,-1,15,7,5,-8
C[C@@H]1CN([C@H](C)CO)C(=O)CCCn2cc(nn2)CO[C@H]1CN(C)S(=O)(=O)c1ccc(Oc2ccccc2)nc1,-1,3,0.0,-6,0,-1,-11,-4,0,4
O=S(=O)(Cc1cnc(Cl)s1)c1ccccc1,0,3,0.1,0,-1,-1,5,-4,1,2
Cc1csc(=O)n1CCC(=O)OCC(=O)N(C)c1c(N)n(Cc2ccccc2)c(=O)[nH]c1=O,-4,-2,0.2,-1,9,0,-8,10,3,-2
CN(CCc1ccccn1)C(=O)CCC1CCCN(C(=O)c2cscn2)C1 (stereo unspecified),6,-4,0.0,1,-5,0,-3,2,1,3

# Next results follow.
SMILES,DDE Tn6 FP inh,NR1D1 modulator,proKLK7 act,Tn7 DDE FP,sPLA2-III inh,PLCg1 inh,ARFGAP1 inh,ASAP1 inh,UHRF1 binding,PLCb3 inh
CCCCc1nnc(NC(=O)C(C)Sc2nc(O)c(Cc3ccccc3)c(=O)[nH]2)s1 (stereo unspecified),-1,-2,0.8,10,6,-3,4,7,1,-4
O=C1c2ccccc2C(O)N1c1cccnc1 (stereo unspecified),-1,3,-0.2,-7,-1,2,1,4,2,2
CC(Sc1nc2sc3c(c2c(=O)n1-c1ccccc1)CCCC3)C(=O)O (stereo unspecified),-6,-5,-0.4,2,14,-4,3,-2,6,-15
O=C(CCC(=O)N1CCN(S(=O)(=O)c2ccc(Cl)cc2)CC1)NC1CCCc2ccccc21 (stereo unspecified),0,8,-0.1,3,-3,-2,1,13,1,1
NC(=O)C1(N2CCCCC2)CCN(CC(=O)Nc2cc(Cl)ccc2Cl)CC1,3,-4,1.0,2,-7,2,-1,3,-4,-2
COc1ccc(C(=O)N/N=C/c2ccc3cccc(O)c3n2)cc1,2,1,0.8,4,8,-12,6,-6,2,-18
COc1ccc(-c2cn(-c3ccc(OC)cc3)c3[n+]2-c2ccccc2CC3)cc1,-4,0,1.3,3,4,-28,-3,2,-1,-31
O=C(Cc1cccs1)NCCN1CCOCC1,-3,-1,0.0,-3,-2,-1,9,-6,-2,-1
CN1CCN(S(=O)(=O)c2ccc(NC(=O)C3CCCCC3)cc2)CC1,3,-1,0.1,2,-9,2,10,-13,1,0
Cc1noc(/C=C/c2ccccc2F)c1S(=O)(=O)N1CCC(C(=O)N2CCN(C)CC2)CC1,-9,3,0.7,7,1,2,-3,6,4,-3
CCOC(=O)N/N=C/c1ccc(OCCSc2ccc(Cl)cc2)c(OC)c1,-7,7,-1.3,-3,-4,3,-8,3,1,5
CC1=CC(C)(C)N(C)C(=O)N1c1ccc(Cl)cc1,6,-1,-0.2,-2,0,-2,0,-3,1,2
c1ccc2cc(-c3csnn3)ccc2c1,-7,4,0.2,-14,5,5,8,0,-1,2
CN(C)c1cccc2c1c(NC(=O)Nc1ccccc1)nn2C,1,2,0.8,6,19,-12,2,-8,-2,-24
O=C(c1cc(COc2cccc(C(F)(F)F)c2)on1)N1CCC(c2ccncc2)CC1,-6,3,0.3,-5,-26,2,3,-13,0,-10
Cc1ccc(NC2=NCCC2)cc1Cl,-4,0,0.6,-3,2,5,-5,4,0,3
CCn1nccc1C(=O)Nc1nc2ccccc2n1CCN1CCCCC1,1,-2,-0.9,6,-7,-6,6,8,-2,-7
Cc1nc(-c2ccc([N+](=O)[O-])cc2)nc2[nH]ccc(=O)c12,7,3,0.5,0,6,4,8,-10,3,-7
CCOc1ccccc1NS(=O)(=O)c1ccc2c(c1)NC(=O)CCS2,5,8,-0.4,3,4,-1,0,-4,-2,-12
COc1ccccc1NS(=O)(=O)c1cc(NC(=O)CN2C(=O)NC3(CCCCC3)C2=O)ccc1C,-1,4,0.1,7,8,3,-10,9,1,-5
O=C(O)C1Cc2ccccc2CN1S(=O)(=O)/C=C/c1ccccc1 (stereo unspecified),4,-3,0.5,-4,-13,-2,-3,5,-6,-10
N#CCC(=N)N1CCN(c2ccccc2Cl)CC1,-6,-1,0.7,-4,1,-14,-2,8,0,-12
CCCc1nc2ccccc2n1C(=S)SC,-1,3,-0.1,6,-3,0,1,-9,3,0
CC(=O)Nc1cc2c(cc1NC(=O)Cn1nc(-c3ccc4c(c3)OCCO4)ccc1=O)OCCO2,-1,-10,-0.1,-3,-4,-1,12,-2,-2,-2
CC(=O)NC(CC(=O)Nc1ccc(S(=O)(=O)N2CCOCC2)cc1)c1ccccc1 (stereo unspecified),-6,-3,0.6,3,-2,0,-1,-3,-1,-6
CCN1CCN(c2ncnc3c2cnn3-c2ccc(Cl)cc2)CC1,-4,2,-0.1,-6,5,4,-1,-12,-1,4
CCOC(=O)/C=c1\s/c(=C\c2c(OCC)ccc3ccccc23)c(=O)n1CC(=O)NCC1CCCO1 (stereo unspecified),-17,5,-4.2,3,-25,-164,-7,-3,-3,-229
